From PubChem BioAssay
Fam108B inh: mouse Fam108B serine hydrolase inhibitors, primary screen, counter-screen for RBBP9 inhibitor project, biochemical, fluorescence polarization | inhibition, % at 9.51 µM | AID 1947, 2009 | 300,000 tested, 0.33% active | recombinant Fam108B, FP-Rh probe fluorescence polarization;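 active = inhibition above the screen mean inhibition plus 3 SD, computed separately per campaign, cut at about 18% in these data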;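 also: inhibitors lower polarization as less probe binds the enzyme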
GRK2 aptamer HTS: compounds blocking aptamer binding on GRK2 – biochemical, human GRK2, bead flow cytometry, HTS, primary screen. Beta-adrenergic receptor kinase 1 (Homo sapiens), P25098. FAM-aptamer displacement from GRK2. inhibition of aptamer binding, % at 10 µM. 330,000 tested, 0.59% active. AID 488847, 2010;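 active = inhibition of aptamer binding above 40%, roughly 3 SD of noise, on plates passing a quality check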;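 also: median bead fluorescence of bound FAM aptamer so fluorescent compounds give negative values; no value below 0 was filed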
GLD-1 RNA inh: GLD-1/TGE RNA complex disruptors, primary screen, biochemical, fluorescence polarization; Female germline-specific tumor suppressor gld-1 (Caenorhabditis elegans), Q17339; purified GLD-1 + fluorescein TGE RNA; inhibition, % at 5.96 µM; 320,000 tested, 0.44% active; AID 2280, 2010;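 active = percent inhibition above a per-plate cutoff, the plate mean of test compounds plus 3 SD, cut at about 30% in these data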;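 also: 0% = DMSO wells with GLD-1 and probe and 100% = wells lacking GLD-1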
MCL1-BIM inh: inhibitors of MCL1 binding to BIM-BH3, primary screen, biochemical, fluorescence polarization | Induced myeloid leukemia cell differentiation protein Mcl-1 (Homo sapiens), Q07820 | GST-MCL1 / FITC-Bim-BH3 fluorescence polarization | inhibition, % at 10.9 µM | 320,000 tested, 0.68% active;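 active = inhibition above the mean inhibition of all tested compounds plus 3 SD, set per campaign, cut at about 40% in these data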;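 also: 0% = DMSO wells and 100% = unlabeled Bim-BH3 peptide control; higher means more loss of mP so more displacement of Bim peptide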
Target sequence (Q07820 whole entry, looked up): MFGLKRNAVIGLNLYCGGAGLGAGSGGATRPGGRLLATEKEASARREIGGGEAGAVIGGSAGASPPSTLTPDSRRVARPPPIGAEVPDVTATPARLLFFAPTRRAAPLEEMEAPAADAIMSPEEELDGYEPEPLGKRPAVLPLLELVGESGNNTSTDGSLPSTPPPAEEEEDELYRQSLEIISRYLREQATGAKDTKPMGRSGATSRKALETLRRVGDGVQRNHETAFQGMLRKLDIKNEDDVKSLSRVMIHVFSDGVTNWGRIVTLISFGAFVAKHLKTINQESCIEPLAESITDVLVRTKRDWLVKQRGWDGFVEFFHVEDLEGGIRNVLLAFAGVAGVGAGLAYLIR
MEX-5 binding: MEX-5 zinc finger RNA-binding disruptors – biochemical, C. elegans, fluorescence polarization, MLPCN library, primary screen; MEX-5/FITC-TCR2 RNA binding; hits give low values; activity score (negative = inhibition of binding), % at 10 µM; 300,000 tested, 0.38% active;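 active = inhibition past about -25% in most replicates, and total fluorescence under double the plate's negative control median, limit read from the data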;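 also: 0% = DMSO and -100% = 5 µM competing unlabeled TCR2 RNA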
Target sequence (Q9XUB2 whole entry, looked up): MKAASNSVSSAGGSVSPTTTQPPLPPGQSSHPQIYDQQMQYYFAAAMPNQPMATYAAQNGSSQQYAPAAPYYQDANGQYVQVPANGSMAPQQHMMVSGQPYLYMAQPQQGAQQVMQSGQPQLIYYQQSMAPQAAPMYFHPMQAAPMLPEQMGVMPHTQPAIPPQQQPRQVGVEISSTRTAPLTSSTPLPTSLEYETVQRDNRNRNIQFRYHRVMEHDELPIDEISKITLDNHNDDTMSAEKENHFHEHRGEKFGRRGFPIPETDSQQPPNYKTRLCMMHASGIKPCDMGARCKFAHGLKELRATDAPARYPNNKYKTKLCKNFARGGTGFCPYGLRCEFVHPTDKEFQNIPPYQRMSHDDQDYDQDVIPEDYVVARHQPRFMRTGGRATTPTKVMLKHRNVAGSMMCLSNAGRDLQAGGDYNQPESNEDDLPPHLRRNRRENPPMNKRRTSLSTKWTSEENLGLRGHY
Bcl-xL primary: inhibitors of human Bcl-xL, primary screen, biochemical, fluorescence polarization, HTS; Bcl-2-like protein 1 (Homo sapiens), Q07817; GST-Bcl-xL / FITC-Bim BH3 peptide fluorescence polarization; inhibition, % at 10.9 µM; 320,000 tested, 0.7% active; AID 2129, 2009;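 active = inhibition above the mean of all tested compounds plus 3 SD, cutoff set per campaign, cut at about 30% in these data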;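 also: 0% = DMSO wells and 100% = unlabeled Bim-BH3 peptide competitor; inhibitors lower millipolarization by displacing the labeled peptide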
Target sequence (Q07817 whole entry, looked up): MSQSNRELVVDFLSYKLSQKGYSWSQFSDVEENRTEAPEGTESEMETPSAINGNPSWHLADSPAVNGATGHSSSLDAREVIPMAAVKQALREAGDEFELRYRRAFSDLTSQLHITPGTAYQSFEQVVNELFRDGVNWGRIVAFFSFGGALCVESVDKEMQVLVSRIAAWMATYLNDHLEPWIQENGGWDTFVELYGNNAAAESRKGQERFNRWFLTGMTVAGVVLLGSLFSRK
VLA-4 inh: inhibition in human VLA-4 binding assay, primary screen, VLA-4 allosteric modulator project, MLPCN library, flow cytometry, VLA-4 expressing cells | 330,000 tested, 0.2% active | inhibition, % (about 7 µM as worked out from the volumes in the protocol) | AID 2557, 2010 | Integrin alpha-4 (Homo sapiens), P13612 | ligand binding flow cytometry; in the data active = inhibition above about 50%
Efflux pump inh: inhibitors of Candida efflux pumps in yeast, primary screen, S. cerevisiae, Nile Red, multiplex. S. cerevisiae Candida pump triplex. inhibition, % at 10 µM. 330,000 tested, 0.44% active;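 active = plate passing quality check with inhibition over a set limit, or well fluorescence over plate mean plus 4 SD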;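 also: Nile Red retained in pooled yeast measured as flow cytometry median fluorescence; 0% = buffer negative control and 100% = Enniatin B positive control; higher means more Nile Red kept so more efflux inhibition; some compounds called inactive have numbers as strong as hits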
PME-1 inh: PME-1 inhibitors via competitive probe labeling, primary screen, biochemical, fluorescence polarization, FP-Rh probe, HTS | recombinant PME-1 | inhibition, % at 5.9 µM | 320,000 tested, 0.53% active | AID 2130, 2009;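 active = inhibition above the campaign mean of all compounds plus 3 SD, cut at about 26% in these data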;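 also: competitive labeling of PME-1 active site by serine hydrolase directed probe; 0% = PME-1 with DMSO and 100% = wells lacking PME-1 enzyme; inhibitors block probe labeling so polarization falls and inhibition rises; many of its hits are not listed in these tables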
* hit, by the source's call; x = no result given. This is a subset; count on the stated rates, not on these rows.

no. | canonical_smiles | VLA-4 inh | GLD-1 RNA inh | PME-1 inh | Efflux pump inh | Bcl-xL primary | Fam108B inh | MEX-5 binding | MCL1-BIM inh | GRK2 aptamer HTS
1 | CCC1=C(OC(=O)N(CC)CC)N2C(=O)OC(=NCCOC)[C@]2(Cc2ccccc2)[C@H]2C1=CC[C@H]1C(=O)NC(=O)[C@H]12 | 16 | 3 | 0 | 0.0 | 3 | 4 | 0.1 | 5 | 3
2 | O=C(CCCc1nc(-c2ccccc2Cl)no1)NC1CCCC1 | -1 | 5 | -4 | -0.1 | -3 | 2 | 0.6 | -5 | 0
3 | N#C/C(=C\c1ccc(-c2ccccc2[N+](=O)[O-])o1)C(N)=O | -8 | 3 | 7 | 0.1 | 16 | -2 | -3.8 | 14 | 2
4 | Cc1c(C(=O)/C=C/c2cccs2)oc2ccc(F)cc12 | 4 | 3 | -4 | 0.0 | 3 | -2 | 0.9 | -4 | 8
5 | Cc1ccc(-c2noc(CSc3nnc(Cc4ccccc4)n3-c3ccc(Cl)cc3)n2)cc1 | -1 | 13 | -4 | 0.3 | 2 | -6 | 0.9 | 0 | 0
6 | CCc1cc2c(cc3c(=O)n(CC(=O)NCCCN(CC)CC)nc(CC)n32)s1 | 22 | -2 | -1 | -0.1 | 0 | -5 | -2.1 | 0 | 1
7 | COC(=O)CNC(=O)CSc1nc2sccc2c(=O)n1-c1ccccc1 | -27 | -5 | 3 | 0.2 | 1 | 5 | -0.8 | -3 | 2
8 | CCOC(=O)N1CCN(Cc2nc3cc(NC(=O)c4ccco4)ccc3n2CC)CC1 | 24 | -5 | 14 | -0.1 | 3 | 2 | -1.5 | 3 | 2
9 | O=C(c1ccco1)c1cn(CC(=O)N2CCCC2)c2ccccc12 | 7 | -1 | -3 | 0.0 | -3 | 2 | -2.9 | -2 | 1
10 | CCOC(=O)c1c(CN2CCN(c3ccccc3)CC2)oc2cc(Br)c(O)cc12 | -16 | 1 | 4 | -0.2 | 7 | 0 | 0.5 | 2 | 0
11 | O=C(OC1CCN(c2ncc(C(F)(F)F)cc2Cl)CC1)c1ccccc1 | 4 | 7 | 6 | 0.0 | 6 | 0 | -1.5 | 6 | 0
12 | Cc1ccc(C(=O)N2CCN(S(=O)(=O)c3cc(Br)ccc3Br)CC2)o1 | -2 | -2 | 20 | 0.5 | 5 | 0 | 3.7 | 3 | 1
13 | CCOC(=O)c1c(/N=C/N(C)C)sc(C(=O)OC)c1C | 5 | 5 | -7 | 0.0 | -2 | -5 | 3.0 | 1 | 0
14 | CC(=O)c1ccc(NC(=O)c2cc(C)nc3ccccc23)cc1 | -1 | 3 | 1 | 0.0 | 2 | 3 | 4.4 | -8 | 0
15 | COc1ccccc1-c1nnc(SCC(=O)NC2CCCCC2)n1C | 0 | -4 | 2 | -0.1 | 4 | 0 | 1.8 | 6 | 0
16 | CCCn1c(/C=C/c2ccco2)nc2ccccc21 | -17 | 12 | 2 | 0.1 | 24 | 0 | 1.6 | 37 | 0
17 | Cc1ccc(S(=O)(=O)N2[C@@H](c3ccccc3)C(C(=O)O)=CC[C@H]2c2cccs2)cc1 | -2 | -4 | 2 | 0.1 | 2 | 1 | x | 5 | 1
18 | COc1cc2ncnc(NCc3ccc(C)cc3)c2cc1OC | 16 | 6 | -6 | 0.1 | 0 | 4 | -1.2 | 3 | 0
19 | COc1cccc(NC(=O)c2ccc(S(=O)(=O)N(C)C)cc2)c1 | -1 | 10 | 3 | 0.2 | 2 | -1 | 0.7 | 8 | 2
20 | Cc1ccc(C(C(=O)NC2CCCCC2)N(C(=O)c2csnn2)C2CC2)cc1 (stereo not given) | 2 | 0 | 1 | -0.2 | 2 | 1 | 2.2 | 1 | 0
21 | C#CCOCCOCCOCCNc1nc(N2CCN(C(=O)[C@H](Cc3ccc(O)cc3)n3cc([C@@H](N)C(C)CC)nn3)CC2)nc(N2CCN(C(=O)[C@H](CCCCN)n3cc([C@@H](N)CO)nn3)CC2)n1 (stereo not given in full) | 5 | -11 | 2 | -0.1 | 0 | 5 | 2.7 | -4 | 0
22 | COc1ccc(C)cc1NC(=O)C(NC(=O)c1cc(OC)c(OC)c(OC)c1)C(C)C (stereo not given) | 16 | -5 | 0 | 0.2 | 3 | -1 | 0.7 | 0 | 0
23 | CCOC(=O)c1ccc(NC(=O)CC2C(=O)N(c3cccc(OC)c3)C(=O)N2CCOC)cc1 (stereo not given) | -3 | -1 | 2 | 0.0 | -1 | 3 | 2.6 | -1 | 1
24 | Cn1c2ccc(F)cc2c2ncn(CC3CCCO3)c(=O)c21 (stereo not given) | 13 | -1 | -2 | -0.1 | 1 | 4 | x | -5 | 0
25 | O=C(NCCCN1CCOCC1)c1ccc(N2CCOCC2)c([N+](=O)[O-])c1 | -3 | 7 | 1 | 0.1 | 3 | 3 | 0.9 | 7 | 0
26 | Cc1nnsc1C(=O)Nc1cccc(Cl)c1C | 1 | -7 | -2 | -0.1 | -1 | 1 | -0.2 | 1 | 0
27 | Cc1cc(C)nc(SCc2ccc(C(=O)N/N=C/c3ccccn3)cc2)n1 | 10 | 1 | 3 | 0.4 | 3 | 0 | -3.0 | 9 | 3
28 | CCc1ccc(-c2cc(C(F)(F)F)n3nc(C(=O)Nc4c(C)nn(Cc5ccccc5C)c4C)cc3n2)s1 | 3 | -5 | -3 | 0.2 | 0 | -2 | 0.9 | -1 | 0
29 | COc1ccccc1NS(=O)(=O)c1ccc(NC(=O)Cc2cccs2)cc1 | 14 | 10 | 8 | 0.2 | 0 | 8 | -0.8 | 0 | 0
30 | O=C(NCCNc1ccc([N+](=O)[O-])cc1)c1ccc(Cl)cc1 | 15 | 1 | 9 | -0.1 | 5 | 6 | 1.8 | 2 | 0
31 | CCCC(=O)NC(=S)Nc1ccccc1C(=O)OC | 12 | -2 | -8 | 0.1 | 6 | 3 | -2.6 | 11 | 2
32 | CC1(C)CN(O)CCN1O | 19 | 5 | 1 | 0.3 | 1 | -3 | 0.4 | -3 | 1
33 | CC(C)(CO)CNC(=O)CCc1nnc(-c2ccc(-c3ccccc3)cc2)o1 | 3 | 4 | -5 | 0.1 | -1 | -3 | 2.0 | 0 | 3
34 | CC(CCN1CCOCC1)c1ccccc1 (stereo not given) | 3 | x | x | 0.1 | x | x | -0.9 | x | 0
35 | S=C(Nc1ccccn1)NC1CCCCC1 | 9 | 0 | 2 | -0.1 | -33 | 4 | 0.5 | -21 | 1
36 | O=C(CSc1nnc(CNC(=O)c2c(F)cccc2F)o1)NCC1CCCO1 (stereo not given) | 2 | 6 | 0 | 0.4 | 4 | -5 | 5.6 | -1 | 4
37 | Cc1nc2ccc(S(=O)(=O)NC(C(=O)N3CCCCCC3)C(C)C)cc2s1 (stereo not given) | 14 | -2 | 6 | 0.1 | 2 | 6 | 1.2 | 6 | 0
38 | O=C(Nc1nccs1)c1ccc(NC(=O)C2CC=CCC2C(=O)O)cc1 (stereo not given) | -7 | 6 | 5 | 0.0 | 9 | -2 | 0.4 | 8 | 1
39 | C=C(C)CSc1nncn1/N=C/c1ccc(OC)cc1 | 14 | 3 | -4 | 5.1 | -2 | -6 | -1.0 | -11 | 0
40 | C[C@H](CO)N1C[C@H](C)[C@@H](CN(C)S(=O)(=O)c2ccccc2)Oc2ccc(NS(=O)(=O)c3ccccc3)cc2C1=O | -2 | 3 | x | 0.5 | x | x | x | x | 0
41 | CCCC(=O)NCCc1nc2ccccc2n1C | 1 | -1 | 3 | -0.1 | 0 | -1 | x | -2 | 3
42 | CS/C(=C\[N+](=O)[O-])Nc1ccccc1 | -1 | -3 | -2 | 0.1 | 0 | 5 | 0.1 | 0 | 0
43 | Cc1cc(C)nc(SCC(=O)Nc2ccc(N3CCOCC3)cc2)n1 | 6 | 7 | 4 | -0.1 | -6 | 8 | 2.1 | -16 | 3
44 | CCOc1ccc(CNC(=O)CCS(=O)(=O)c2ccc3c(c2)NC(=O)CO3)cc1OC | 14 | -3 | -4 | 0.1 | 4 | 7 | -0.6 | -2 | 3
45 | O=C(CNC(=O)c1ccc(Cl)cc1)N/N=C/c1cccnc1 | 7 | 8 | 0 | 0.0 | 6 | 0 | 1.5 | 4 | 1
46 | CN1CCN(C(=O)CCCN2C(=O)/C(=C/c3ccc(Cl)cc3)SC2=S)CC1 | -3 | 0 | 4 | -0.2 | 6 | x | x | 8 | 0
47 | CCn1c(C)c(C)c2cc(C(=O)NC3CCCCCC3)ccc21 | -116 | 3 | -4 | 0.1 | -4 | 1 | -1.0 | -9 | 2
48 | COc1ccc(S(=O)(=O)Nc2ccc(C)cc2)cc1N(C)S(=O)(=O)c1ccc(Cl)cc1 | 6 | 11 | -2 | 0.0 | 2 | -16 | -0.1 | -1 | 0
49 | Cc1ccc[n+](CC(=O)c2ccc(NC(=O)c3ccccc3)cc2)c1 | 12 | -1 | -2 | -0.1 | 3 | -2 | 1.7 | 2 | 0
50 | O=C(O)c1ccc(NS(=O)(=O)c2ccc(N3C(=O)CCC3=O)cc2)cc1 | 10 | 3 | 2 | 0.1 | 4 | 2 | 1.5 | -1 | 0

Next records
no. | canonical_smiles | VLA-4 inh | GLD-1 RNA inh | PME-1 inh | Efflux pump inh | Bcl-xL primary | Fam108B inh | MEX-5 binding | MCL1-BIM inh | GRK2 aptamer HTS
51 | CSc1c(CC(=O)Nc2ccc(F)cc2)n(Cc2ccccc2)c2ccccc12 | 20 | 4 | 2 | -0.1 | 3 | -3 | 0.4 | -1 | 0
52 | Cc1ccccc1OCc1nc(-c2ccc(Br)o2)no1 | 2 | 2 | 3 | -0.2 | 2 | -2 | 1.9 | 4 | 3
53 | O=C(Cn1c(=O)oc2cc(S(=O)(=O)N3CCCC3)ccc21)N1CCN(c2ccccn2)CC1 | 29 | 1 | 5 | -0.2 | 7 | 0 | 2.0 | 8 | 1
54 | COC(=O)c1cc(S(=O)(=O)NCC2CCN(CCc3ccc(OC)cc3)CC2)cn1C | 2 | -3 | -5 | 0.0 | 7 | 1 | -0.5 | 4 | 0
55 | NC(=O)COc1ccccc1/C=C1/SC(=O)N(CC(=O)N2CCc3ccccc3C2)C1=O | x | 2 | 0 | 0.0 | 7 | 2 | 2.6 | 3 | 0
56 | Clc1ccc(SCCOCCN2CCCCCC2)cc1 | 0 | -3 | -1 | 0.1 | 3 | 3 | -3.0 | 3 | 0
57 | Cn1nccc1NS(=O)(=O)c1ccc(C(C)(C)C)cc1 | 5 | -1 | 1 | -0.1 | -1 | 1 | 2.6 | -8 | 0
58 | CCOc1ccc(NC(=O)C2CCCN2C(=O)OCc2ccccc2)cc1 (stereo not given) | -8 | 8 | -3 | 0.3 | 9 | -4 | 1.3 | 0 | 0
59 | NC(=O)C1CCN(S(=O)(=O)c2ccccc2[N+](=O)[O-])CC1 | 15 | 1 | -5 | -0.2 | 6 | 3 | -2.2 | 4 | 0
